# Source: PubChem BioAssay
# UBC13 inh: UBC13 polyubiquitin chain formation inhibitors, primary screen, biochemical, TR-FRET, uHTS; hit rate 0.47% among 330,000; inhibition, % at 20 µM; AID 485273, 2010; Ubiquitin-conjugating enzyme E2 N (Homo sapiens), P61088; in the data active = inhibition above about 45%, passing the limit was not always enough
# Target sequence (P61088 whole entry, looked up): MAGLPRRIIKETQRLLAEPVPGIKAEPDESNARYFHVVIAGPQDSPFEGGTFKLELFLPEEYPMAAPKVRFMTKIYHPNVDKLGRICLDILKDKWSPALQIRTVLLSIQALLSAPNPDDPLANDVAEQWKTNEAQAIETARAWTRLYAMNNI
# Jurkat NFkB inh: inhibitors of induced NF-kB luciferase reporter, primary screen, TCR NF-kB activation inhibitor project, cell-based, luminescence, uHTS; Jurkat, PMA/ionomycin-induced NF-kB luciferase reporter; inhibition, % at 4 µM; hit rate 0.53% among 330,000; AID 435003, 2010; in the data active = inhibition above about 50%
# CXCR6 block: CXCR6 receptor inhibitors, primary screen, cell-based, beta-arrestin, luminescence, CHO-K1 PathHunter, 1536-well. C-X-C chemokine receptor type 6 (Homo sapiens), O00574. inhibition, % at 20 µM. hit rate 0.36% among 360,000; in the data active = inhibition above about 34%, passing the limit was not always enough;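 note: antagonist mode with CXCL16 agonist at 10 nM final; 0% = 10 nM CXCL16 with DMSO and 100% = unstimulated wells without agonist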
# Target sequence (O00574 whole entry, looked up): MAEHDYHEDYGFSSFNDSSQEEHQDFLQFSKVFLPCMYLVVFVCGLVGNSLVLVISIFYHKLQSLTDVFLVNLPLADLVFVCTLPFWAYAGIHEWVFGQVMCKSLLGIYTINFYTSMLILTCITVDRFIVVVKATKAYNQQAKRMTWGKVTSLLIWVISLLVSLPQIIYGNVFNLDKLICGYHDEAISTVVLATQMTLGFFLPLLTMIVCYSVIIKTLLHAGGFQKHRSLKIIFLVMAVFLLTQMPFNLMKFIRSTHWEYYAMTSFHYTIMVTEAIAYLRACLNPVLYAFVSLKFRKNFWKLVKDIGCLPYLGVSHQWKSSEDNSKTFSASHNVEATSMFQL
# APJ antagonist: antagonists of human apelin receptor APJ, primary screen, CHO-K1 cells, beta-arrestin complementation, luminescence; P35414; inhibition, % at 20 µM; hit rate 0.32% among 330,000; AID 2521, 2010;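 active = inhibition above about 40% at 20 µM, limit read from the data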;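 note: cells challenged with 10 nM apelin-13 agonist together with compound; plate controls were apelin-13 plus DMSO wells for no effect and DMSO wells lacking apelin-13 for full effect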
# Gli-Sufu block: Gli-Sufu pathway antagonists, primary screen, luciferase luminescence, Sufu-KO-LIGHT cells, uHTS; Sufu-KO-LIGHT fibroblasts, Gli luciferase reporter luminescence; inhibition, % at 5 µM; hit rate 0.74% among 340,000; AID 588413, 2011;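 active = inhibition above about 55%, limit read from the data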;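 note: 0% = DMSO-treated cells and 100% = wells with medium but no cells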
# 697 NFkB inh: inhibitors of PMA/ionomycin-induced NF-kB reporter, 697 cells, primary screen, B-cell NF-kB inhibitor project, cell-based, luminescence, uHTS; hit rate 0.33% among 330,000; inhibition, % at 4 µM; AID 435022, 2010; 697 B-cell NF-kB luciferase reporter, 16 h; in the data active = inhibition above about 35%
# CCR6 antagonist: CCR6 receptor antagonists, primary screen, cell-based, CHO-K1, luminescence, beta-arrestin, uHTS | C-C chemokine receptor type 6 (Homo sapiens), P51684 | CHO-K1 CCR6 PathHunter beta-arrestin, CCL20-stimulated | inhibition, % at 20 µM | hit rate 0.49% among 340,000;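 active = compounds whose inhibition of the agonist-driven luminescence signal at 20 µM reaches about 50%, limit read from the data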;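 note: cells stimulated with CCL20 at 14 nM final; plate controls were DMSO with CCL20 for no effect and DMSO without agonist for full effect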
# Target sequence (P51684 whole entry, looked up): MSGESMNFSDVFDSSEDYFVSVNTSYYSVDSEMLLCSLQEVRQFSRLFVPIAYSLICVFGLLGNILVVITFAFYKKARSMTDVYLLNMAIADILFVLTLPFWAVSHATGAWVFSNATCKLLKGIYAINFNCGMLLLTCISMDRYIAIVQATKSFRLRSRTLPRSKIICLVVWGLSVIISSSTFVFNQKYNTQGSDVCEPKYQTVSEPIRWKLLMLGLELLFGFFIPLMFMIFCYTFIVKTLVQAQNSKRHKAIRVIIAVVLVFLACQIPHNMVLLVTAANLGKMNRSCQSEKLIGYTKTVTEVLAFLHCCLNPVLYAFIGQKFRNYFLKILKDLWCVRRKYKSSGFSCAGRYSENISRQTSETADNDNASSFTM
# EBI2 antag: EBI2 receptor antagonists, beta-arrestin recruitment, primary screen, cell-based, luminescence, 7a,25-OHC stimulation, uHTS; G-protein coupled receptor 183 (Homo sapiens), P32249; AID 651636, 2012; hit rate 0.81% among 360,000; 7a,25-OHC stimulated; inhibition, % at 5 µM; in the data active = inhibition above about 38%;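 note: enzyme fragment complementation signal reports receptor beta-arrestin coupling in cells; 0% = agonist plus DMSO wells and 100% = wells without agonist; some results beyond the cut were filed as inactive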
# * hit, by the source's call; . = not tested or not shown.
SMILES,UBC13 inh,Jurkat NFkB inh,CXCR6 block,APJ antagonist,Gli-Sufu block,697 NFkB inh,CCR6 antagonist,EBI2 antag
CCCCC[C@H]1CN(Cc2ccccc2)C(=O)[C@@H]1CC(=O)NCc1ccccc1,3,11,1,-67,6,3,13,13
COc1ccc(C(=O)CSc2nnc(NC(=O)C3CC(=O)N(c4ccccc4C)C3)s2)cc1 (stereo unspecified),-26,-8,-2,-12,6,-28,8,-6
COc1ccccc1NC(=O)c1cc2c(CO)cnc(C)c2oc1=Nc1cccc(C(N)=O)c1,18,37,-2,9,6,33,9,-4
Cc1ccc(C)c(N2CCN(C(=O)c3ccc4nsnc4c3)CC2)c1,6,47,7,-8,0,-45,11,47*
O=C(Nn1cnnc1)C(Sc1ccccc1)c1ccccc1 (stereo unspecified),0,13,-8,-18,-13,16,5,-9
N#Cc1nc(-c2ccc(F)cc2)oc1NCc1ccccc1,21,-5,-4,-52,-10,-9,-2,-2
Cn1c(COc2ccc(Cl)cc2)nnc1SCC(=O)NC1CC1,0,-8,-2,0,-3,0,-5,3
COc1ccc(C(=O)COC(=O)C(C(C)C)N2C(=O)C3C4C=CC(C4)C3C2=O)cc1 (stereo unspecified),-2,-14,2,5,-5,-10,2,2
Cc1ccc(NC(=O)CCN2CCC(C(N)=O)CC2)cc1,-4,-14,-1,17,-3,10,4,-4
Cc1cccc(CCN(C(=O)Cc2cccs2)C(C(=O)NC2CCCCC2)c2cccnc2)c1 (stereo unspecified),-11,-7,3,0,6,1,21,17
CCOc1ccc(Nc2nc(-c3sc(N)nc3C)cs2)cc1,-9,-21,4,16,-10,-5,-4,14
CC(=O)Nc1cccc(NC(=O)CSc2nnc(NC(=O)c3ccco3)s2)c1,1,7,0,21,-6,5,15,-11
Cc1nc2cc(-c3ccc(Cl)cc3)nn2c(NCCN(C)C)c1C,18,-49,-5,-9,-9,-73,14,29
CC1CCC(NC(=O)CNC(=O)Cc2cccc3ccccc23)CC1 (stereo unspecified),-10,-17,0,-13,5,-14,-5,-10
COc1ccc(CCNC(=O)Cn2ccc3c(OC)cccc3c2=O)cc1OC,-3,2,8,-4,-1,12,16,1
CCN1CCN(c2cc(C)c3cc(NC(=O)c4ccc(C)c(C)c4)ccc3n2)CC1,20,-36,-2,13,-4,-11,6,1
CCCc1[nH]nc2c1C(c1cc(OC)cc(OC)c1)C(C#N)=C(N)O2 (stereo unspecified),-1,-13,14,9,13,-2,-1,-3
Fc1ccc(CNc2ccc(N3CCN(Cc4ccccc4)CC3)cc2)cc1,-3,4,-10,-18,33,-15,2,6
c1ccc(-c2oc3ncnc(NCCCN4CCOCC4)c3c2-c2ccccc2)cc1,22,5,6,5,11,9,3,31
COC(=O)/C(=C\Nc1ccc(Oc2ccc(F)cc2F)nc1)NC(=O)c1ccccc1,-10,12,6,-12,-1,10,-13,6
Cc1cccn2c(=O)c3cc(C(=O)O)n(C)c3nc12,14,3,0,-1,-11,22,-9,-1
CCCCOc1cc(=O)[nH]c(=O)[nH]1,-11,-12,4,0,-3,-11,8,-9
COc1cc(NC(=O)c2cccc(F)c2)cc(OC)c1OC,-12,-21,-8,2,-2,-7,6,1
COc1ccccc1CNC(=O)CCNS(=O)(=O)/C=C/c1ccc(C)cc1,-15,-9,6,-2,-2,2,7,39
Cc1ccc(C)c(N2CCN(C(=O)CCNS(=O)(=O)c3ccc4c(c3)oc(=O)n4C)CC2)c1,7,9,-9,-2,16,-24,11,6

# Pulled by compound from the entries so far:
SMILES,UBC13 inh,Jurkat NFkB inh,CXCR6 block,APJ antagonist,Gli-Sufu block,697 NFkB inh,CCR6 antagonist,EBI2 antag
Cc1ccc(C)c(N2CCN(C(=O)CCNS(=O)(=O)c3ccc4c(c3)oc(=O)n4C)CC2)c1,7,9,-9,-2,16,-24,11,6
Cc1cccc(CCN(C(=O)Cc2cccs2)C(C(=O)NC2CCCCC2)c2cccnc2)c1 (stereo unspecified),-11,-7,3,0,6,1,21,17

# Going on with the list:
SMILES,UBC13 inh,Jurkat NFkB inh,CXCR6 block,APJ antagonist,Gli-Sufu block,697 NFkB inh,CCR6 antagonist,EBI2 antag
NCC(=O)NCC(=O)OCc1ccccc1,-4,-9,-4,-6,-10,-8,2,-8
CSCCC(NC(=O)COc1ccccc1)C(=O)N1CC(C)CC(C)C1 (stereo unspecified),13,10,-7,4,1,3,6,-3
c1ccc2c(c1)-c1ccccc1C2N1CCOCC1,.,.,-2,.,-6,.,-4,0
CCCNC(=O)c1cccc(COc2ccccc2OC)c1,5,-1,0,10,-101,-2,-1,2
CCn1c(=O)cc(SCC(=O)Nc2cc(OC)c(OC)c(OC)c2)c2ccccc21,11,3,-10,2,0,27,1,2
CC(=O)c1sc2nc(=O)c(C)nn2c1C,-7,1,9,11,7,-2,-16,-10
O=C(NCCCn1ccnc1)/C(=C\c1ccco1)NC(=O)c1ccco1,-1,9,7,3,-13,20,-10,-29
O=C(OCCc1cc2ccccc2c(=O)o1)c1ccc(C(F)(F)F)cc1,10,0,5,-1,-10,6,14,1
O=C(c1ccc([N+](=O)[O-])s1)N1CCCc2ccccc21,-13,21,-4,5,-7,17,6,-16
O=C(Nc1cc(-c2nc3ncccc3o2)ccc1Cl)c1ccc([N+](=O)[O-])o1,-11,22,-34,7,-28,-9,-46,2
CC(Nc1cccc(C(=O)NC2CC2)c1)c1nnc(-c2ccccc2)o1 (stereo unspecified),17,3,-1,-10,8,18,8,10
CC(=O)c1c(C)[nH]c(C(=O)N2CCN(c3cc(Cl)ccc3C)CC2)c1C,-2,48,-19,-8,14,-88,3,12
Cc1cc(C)nc(NN=C2CCCC2)n1,-11,0,-13,18,2,-6,3,-17
CCOC(=O)c1[nH]c(C)c(C)c1C,7,11,-7,5,4,19,-13,-1
O=C(CN(C(=O)c1ccc(Cl)cc1Cl)N1C(=O)C2C3C=CC(C3)C2C1=O)c1ccc(F)cc1 (stereo unspecified),7,1,-9,12,-7,14,5,1
O=C(Cn1c(=O)n(Cc2ccco2)c(=O)c2ccccc21)Nc1cccc(Cl)c1,4,9,0,1,-4,18,11,3
CCOC(=O)Cn1nc(-c2ccc(F)cc2)oc1=O,3,6,12,-6,-95,4,4,-4
CCCCNC(=S)N/N=C/c1ccc(C#N)cc1,-6,-4,-6,-3,12,-6,0,7
CN(C)c1ccc(C(=O)NN2C(=O)c3ccccc3C2=O)cc1,-2,-1,6,27,41,14,4,-3
Cn1ccc(NC(=O)c2ccc(Cl)cc2Cl)n1,2,-51,5,3,-36,-43,8,-2
Cc1ccc(C(=O)O/N=C/c2c(C(F)(F)F)nn(C)c2Sc2ccc(Cl)cc2)cc1,2,10,4,-6,-19,13,5,22
O=C(c1ccco1)N1CCN(S(=O)(=O)c2ccc3c(c2)OCCO3)CC1,2,-4,-3,23,9,12,12,-2
CCN(C(=O)CSc1cc(C)c2ccccc2n1)c1c(N)n(Cc2ccccc2)c(=O)[nH]c1=O,1,-6,7,9,12,-5,-6,0
Nn1c(SCc2ccc(F)cc2)nnc1-c1ccncc1,6,0,-18,-5,2,-2,-12,-12
CN1CCN(CC(=O)N/N=C\c2c[nH]c3ccccc23)CC1,-16,-9,.,8,.,10,.,.

# Some of the entries above in a different format:
> CSCCC(NC(=O)COc1ccccc1)C(=O)N1CC(C)CC(C)C1 (stereo unspecified)
- UBC13 inh: 13
- Jurkat NFkB inh: 10
- CXCR6 block: -7
- APJ antagonist: 4
- Gli-Sufu block: 1
- 697 NFkB inh: 3
- CCR6 antagonist: 6
- EBI2 antag: -3

> Cc1ccc(C(=O)O/N=C/c2c(C(F)(F)F)nn(C)c2Sc2ccc(Cl)cc2)cc1
- UBC13 inh: 2
- Jurkat NFkB inh: 10
- CXCR6 block: 4
- APJ antagonist: -6
- Gli-Sufu block: -19
- 697 NFkB inh: 13
- CCR6 antagonist: 5
- EBI2 antag: 22

> CN1CCN(CC(=O)N/N=C\c2c[nH]c3ccccc23)CC1
- UBC13 inh: -16
- Jurkat NFkB inh: -9
- CXCR6 block: .
- APJ antagonist: 8
- Gli-Sufu block: .
- 697 NFkB inh: 10
- CCR6 antagonist: .
- EBI2 antag: .

> CCn1c(=O)cc(SCC(=O)Nc2cc(OC)c(OC)c(OC)c2)c2ccccc21
- UBC13 inh: 11
- Jurkat NFkB inh: 3
- CXCR6 block: -10
- APJ antagonist: 2
- Gli-Sufu block: 0
- 697 NFkB inh: 27
- CCR6 antagonist: 1
- EBI2 antag: 2

# Continuation:
SMILES,UBC13 inh,Jurkat NFkB inh,CXCR6 block,APJ antagonist,Gli-Sufu block,697 NFkB inh,CCR6 antagonist,EBI2 antag
O=C(COC(=O)/C=C/c1cccc(C(F)(F)F)c1)NC1CCCCCC1,-3,10,3,5,5,20,14,-8
COc1cc(OC)c(N(C)S(=O)(=O)c2cccc(C(=O)NC(C)C3CC4CCC3C4)c2)cc1Cl (stereo unspecified),-9,4,7,11,5,9,24,21
CCOC(=O)c1c(O)c2ccccc2n(-c2ccccc2)c1=O,-9,-26,-7,-53,-3,-23,-11,-6
O=C(NC1CCCCC1)C(c1ccc2ncccc2c1)N(Cc1ccc(F)cc1)C(=O)c1cccs1 (stereo unspecified),-1,13,11,12,8,-2,19,10
CCNC(=S)NNC(=O)c1cccn(Cc2ccc(Cl)cc2Cl)c1=O,-3,-7,8,23,3,10,8,8
CCOC(=O)C1CCCN(CC(O)COc2ccc(OC)cc2C(C)(C)C)C1 (stereo unspecified),-6,-24,-3,2,8,-19,16,-7
O=C1C2C3C=CC(C4CC34)C2C(=O)N1Cc1ccco1 (stereo unspecified),4,3,0,-5,-9,8,-1,-3

# Four entries from above, arranged by their value in Jurkat NFkB inh, low to high:
SMILES | Jurkat NFkB inh
COc1cc(NC(=O)c2cccc(F)c2)cc(OC)c1OC | -21
NCC(=O)NCC(=O)OCc1ccccc1 | -9
COc1ccc(CCNC(=O)Cn2ccc3c(OC)cccc3c2=O)cc1OC | 2
O=C1C2C3C=CC(C4CC34)C2C(=O)N1Cc1ccco1 (stereo unspecified) | 3

# 2 neighbouring compounds out of the list so far, quoted:
SMILES,UBC13 inh,Jurkat NFkB inh,CXCR6 block,APJ antagonist,Gli-Sufu block,697 NFkB inh,CCR6 antagonist,EBI2 antag
O=C(NC1CCCCC1)C(c1ccc2ncccc2c1)N(Cc1ccc(F)cc1)C(=O)c1cccs1 (stereo unspecified),-1,13,11,12,8,-2,19,10
CCNC(=S)NNC(=O)c1cccn(Cc2ccc(Cl)cc2Cl)c1=O,-3,-7,8,23,3,10,8,8
